# S3 lipid droplet: qHTS Assay for Lipid Storage Modulators in Drosophila S3 Cells; Potency in µM for hits, for the others lipid storage change, negative = inhibition, % at the top dose, mostly 46.1 µM; Drosophila S3 cells, BODIPY lipid droplet fluorescence, 18-24 h; cells fed with added oleic acid; hit rate 0.64% among 320,000; AID 2685; active = well fitted inhibition curve with a large enough effect in the signal ratio, with a control signal flat, not every such curve was filed as active; inconclusive = small, poorly fitted or top-dose-only effect, or effect the other way, or a change in a side signal; the % refers to the signal ratio
#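 Drosophila S3 cells got compounds at several concentrations plus oleic acid (400 uM solution). Laser-scanning cytometry with 488 nm excitation read lipid droplets at 500-530 nm and cells at 575-640 nm. Percent activity was relative to 20 uM Triacsin C.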
# S3 lipid droplet cell count max: further read-out of S3 lipid droplet, marked with its call; cell number change, %; measured here: cell count max response;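 cells counted by Cell Tracker Red CMTPX staining in the red channel; peak over a dose series mostly up to 46.1 µM; percent activity relative to internal control wells on each plate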
# Numbers without * were called inactive; i = inactive; ? = inconclusive; . = not tested or not shown. % is set by controls: 0 for no effect and ±100 for the full control effect; potency is the fitted concentration of half-maximal effect.
SMILES,S3 lipid droplet,S3 lipid droplet cell count max
CNC(=O)c1ccsc1NC(=O)c1ccc(Cl)s1,?,.
Cc1cccc(NC(=O)c2cc(NC(=O)C3CCCCC3C(=O)O)ccc2N2CCCCC2)c1 (stereo not drawn),-4%,-6
O=C(CSc1nnc(-c2cccnc2)n1Cc1ccco1)c1ccccc1,10%,-19
CCn1c(SCc2nc3ccccc3[nH]2)nnc1-c1ccncc1,?,.
CC(=O)c1sc(NC(=O)c2ccccc2C)nc1C,?,.
CC(C)(Oc1ccc(Cl)cc1)C(=O)NCc1ccc(S(N)(=O)=O)cc1,?,.
O=C(c1ccc(CS(=O)Cc2ccccc2Cl)o1)N1CCN(c2ccccn2)CC1 (stereo not drawn),i,.
OCCN(Cc1ccccc1)Cc1nc(CC2CC2)no1,5%,10
CC12CCC(C(=Nc3ccc(N=C4C(=O)C5(C)CCC4C5(C)C)cc3)C1=O)C2(C)C,0%,3
O=C(CCc1nnc(Cc2cccc(C(F)(F)F)c2)o1)NCC(F)(F)F,-9%,-2
CCOC(=O)c1sc2c(c1C)c(=O)n(Cc1ccccc1)c(=O)n2CCN(C)C,?,.
Cc1ccc(C)c(N(CC(=O)NCCC2=CCCCC2)S(C)(=O)=O)c1,?,.
O=C(Nc1ccc(Cl)c(Cl)c1)OCCNC(=O)c1cccc(Cl)c1,?,.
O=C(Nc1nccs1)c1cc(Cl)nc2ccccc12,6%,10
O=C(CN(Cc1ccco1)C(=O)CNS(=O)(=O)c1ccc(Cl)cc1)NC1CCCCC1,28%,-20
CC(C)CN1C(=O)/C(=C/c2c(N3CCc4ccccc4C3)nc3ccccn3c2=O)SC1=S,?,.
COc1ccc(S(=O)(=O)N2CCOC2CNC(=O)C(=O)NCCN(C)C)cc1 (stereo not drawn),?,.
COc1ccc(N2CCN(c3oc(Cc4ccccc4)nc3C#N)CC2)cc1,-5%,6
CNC(=S)N(Cc1ccc(OC)cc1)Cc1cc2ccc(C)cc2[nH]c1=O,4%,17
CCCn1c(SCC(=O)c2c(N)n(C3CC3)c(=O)[nH]c2=O)nnc1-c1ccncc1,13%,7
COc1ccc(CNC(=O)CCNC(=O)N2CCn3c2nc2ccccc23)cc1,?,.
CCCn1c(N)c(C(=O)CSc2nc(C)nc3sc(C)c(C)c23)c(=O)[nH]c1=O,?,.
O=[N+]([O-])c1ccccc1S(=O)(=O)Nc1ccc(S(=O)(=O)N2CCOCC2)cc1,-14%,24
Cc1ccccc1OCC(=O)Nc1cccc(Cl)c1C,-30%,-2
CCN(CC)Cc1cc(C(=O)O)c(C)o1,-10%,5
O=C(CSc1ccc(-c2cccnc2)nn1)Nc1ccc(Br)cc1,-1%,-4
CC(C)Cn1nc(NC(=O)c2cccs2)c2cc3ccccc3nc21,-4%,4
Cc1cc(C)cc(OCC(=O)O/N=C(\N)Cc2ccc([N+](=O)[O-])cc2)c1,?,.
CCOc1ccc(NC(=O)CSc2nnc(C)n2CC2CCCO2)cc1 (stereo not drawn),?,.
Cc1nn(CC(=O)NCc2ccccc2)c(=O)c2ccccc12,?,.
CC(=O)Nc1ccc(-n2c(=O)c3ccccc3c3ccccc3c2=O)cc1,?,.
O=C(CCc1ccccc1)NNC(=O)COc1ccccc1Cl,?,.
CC1CCN(c2c(NCC3CCC(C(=O)NCCCc4ccccc4)CC3)c(=O)c2=O)CC1 (stereo not drawn),10%,.
O=C(CN1CCS(=O)(=O)CC1)N/N=C/c1cccc(C(F)(F)F)c1,?,.
O=C(O)c1ccc(N/N=C/c2ccc(F)c(F)c2)cc1,?,.
CCCC[n+]1ccn(C2=C([O-])c3ccccc3C(=O)/C2=N\S(=O)(=O)c2ccc(Cl)cc2)c1,?,.
O=C(Cn1cnc2c(oc3nc4c(cc32)CCCC4)c1=O)Nc1cccc(Cl)c1,i,-18
CN1/C(=C/C2CC(=O)N(c3ccc([N+](=O)[O-])cc3)C2=O)C(C)(C)c2ccccc21 (stereo not drawn),?,.
O=C(NC1CCCCC1)C1CCCN1S(=O)(=O)c1ccc(Cl)cc1 (stereo not drawn),i,26
O=C(O)c1cc2n(n1)C(C(F)(F)F)CC(C1CC1)N2 (stereo not drawn),21%,2

# A few values from above:
# CC12CCC(C(=Nc3ccc(N=C4C(=O)C5(C)CCC4C5(C)C)cc3)C1=O)C2(C)C – S3 lipid droplet = 0%
# CNC(=S)N(Cc1ccc(OC)cc1)Cc1cc2ccc(C)cc2[nH]c1=O – S3 lipid droplet = 4%
# O=C(Nc1nccs1)c1cc(Cl)nc2ccccc12 – S3 lipid droplet = 6%

# Going on with the list:
SMILES,S3 lipid droplet,S3 lipid droplet cell count max
Cc1nc2sccn2c(=O)c1CCN1CCC(=C(c2ccccc2)c2ccc(F)cc2)CC1,?,.
COc1cccc(/C=C2\SC(=O)N(CCC(=O)NCCCn3ccnc3)C2=O)c1,?,.
CCOC(=O)CNC(=O)Cn1cnc2c(nnn2-c2cccc(Cl)c2)c1=O,?,.
CCOc1ccc(-c2cn(-c3ccccc3OC)c(=S)[nH]2)cc1,-12%,.
Cc1cc(C)c(C#N)c(OCc2ccc(Cl)nc2)n1,?,.
CN1CCN(C(=S)Nc2cccc(C(F)(F)F)c2)CC1,1%,7
O=C(c1ccccc1F)N1CCN(C(=O)C2CC2)CC1,5%,17
O=[N+]([O-])c1ccc(N/N=C/c2ccc(OCc3cccc4ccccc34)cc2)nc1,-10%,27
C/C(Cn1nnc([N+](=O)[O-])n1)=N\NC(=O)c1ccncc1,0%,8
O=C(O)COc1c(-c2ccco2)oc2ccccc2c1=O,?,.

# Exported with tabs: entries from further up
SMILES	S3 lipid droplet	S3 lipid droplet cell count max
COc1cccc(/C=C2\SC(=O)N(CCC(=O)NCCCn3ccnc3)C2=O)c1	?	.
CCOC(=O)CNC(=O)Cn1cnc2c(nnn2-c2cccc(Cl)c2)c1=O	?	.

# Going on with the list:
SMILES,S3 lipid droplet,S3 lipid droplet cell count max
COCCNC(=O)CN(C(=O)CCC(=O)Nc1cc(C)on1)c1ccc(C)cc1C,12%,1
O=[N+]([O-])c1cc(Cl)ccc1-c1nc(-c2ccccc2)no1,21%,-4
O=C(O)CCc1ccc(-c2ccccc2)n1-c1cccc(O)c1,?,.
O=C(CN1CCCc2ccccc21)N/N=C/c1ccccc1,?,.
Cn1c(=O)c(=O)n(C)c2cc(S(=O)(=O)N3CC(=O)N(CCc4ccccc4)C(=O)C3)ccc21,?,.
CCN1c2cccc3cccc(c23)S1(=O)=O,i,.
Cc1ccc2nsnc2c1NC(=O)c1ccc([N+](=O)[O-])cc1,?,.
CC1CC(C)CN(CCCNC(=O)C2CCCN(c3ncnc4c3nc3n4CCCCC3)C2)C1 (stereo not drawn),i,27
COC(=O)CNC(=O)C1CCN(C(=O)OCc2ccccc2)CC1,?,.
CC(=O)Cc1nsc(NC(=O)c2cc(-c3ccccc3Cl)oc2C)n1,5%,7

# Shown with two lines to a compound: part of the list above.
# Under each structure – S3 lipid droplet | S3 lipid droplet cell count max
Cn1c(=O)c(=O)n(C)c2cc(S(=O)(=O)N3CC(=O)N(CCc4ccccc4)C(=O)C3)ccc21
    ? | .
O=C(CN1CCCc2ccccc21)N/N=C/c1ccccc1
    ? | .
O=C(O)CCc1ccc(-c2ccccc2)n1-c1cccc(O)c1
    ? | .

# Next part:
SMILES,S3 lipid droplet,S3 lipid droplet cell count max
O=C(NCCc1ccccc1)C1CCN(C(=O)NCc2ccccc2)CC1,?,.
CC(=O)c1ccc(N=Nc2ccc(N)cc2)cc1,-7%,16
COc1ccc(CC(=O)N2CCc3cc(OC)c(OC)cc3C2O)cc1OC (stereo not drawn),13%,8
COc1ccc(Cn2c(C)c(C)c(C#N)c2NC(=O)Nc2cccc(Cl)c2)cc1,21%,19
CCOC(=O)C(C)NC(=O)Cn1ncc2c(=O)oc3ccc(C)cc3c21 (stereo not drawn),7%,12
CN(C)C(=O)c1cn(-c2ccccc2)nc1-c1cccc([N+](=O)[O-])c1,i,.
Nc1cccc(-c2nc3ccc(C(=O)c4ccccc4)cc3[nH]2)c1,?,.
CCN1CCCC1CNC(=O)Cn1nc(C)n2c(cc3cc(C)ccc32)c1=O (stereo not drawn),-13%,-24
O=C(CSc1ccccc1)Nc1ccncc1,i,-18
C[C@@H](C(=O)NCC1CC1)[C@H]1C[C@]1(C)[C@H](NC(=O)OCc1ccccc1)c1ccccc1,?,.
CCOC(=O)N1CCN(C(=O)c2ccc3c(=O)n(CCC4=CCCCC4)c(=S)[nH]c3c2)CC1,?,.
Cc1nc2c(s1)sc1ccccc12,13%,-12
c1ccc(-c2csc(N3CCSCC3)n2)cc1,6%,27
CC(=O)N[C@@H](Cc1c[nH]c2ccccc12)C(=O)OCC(=O)Nc1ccc(Cl)c(S(=O)(=O)N(C)C)c1,?,.
CN(C(=O)c1ccno1)c1nnc(-c2ccccn2)s1,14%,-2
Cc1ccc(C)c(NC(=S)Nc2ccc(S(=O)(=O)Nc3ncccn3)cc2)c1,-3%,-2
COC(=O)c1cc(CSc2ncnc3sccc23)oc1C,i,-17
Cc1onc(-c2ccccc2)c1C(=O)Nc1cccc(OC(C)C)c1,?,.
COc1ccc(NC(=O)N2CCCC2)cc1OC,-8%,4
Cc1cccc(N2CCN(C(=O)c3cc(C)oc3C)CC2C)c1 (stereo not drawn),15%,9

# 2 records drawn at random from those above:
SMILES,S3 lipid droplet,S3 lipid droplet cell count max
CCOC(=O)N1CCN(C(=O)c2ccc3c(=O)n(CCC4=CCCCC4)c(=S)[nH]c3c2)CC1,?,.
Cc1cccc(N2CCN(C(=O)c3cc(C)oc3C)CC2C)c1 (stereo not drawn),15%,9

# Further results:
SMILES,S3 lipid droplet,S3 lipid droplet cell count max
CC(=O)Nc1ccc(/C=N/Nc2ccc(C(=O)c3c(C)cc4ccccn34)cc2[N+](=O)[O-])cc1,?,.
COc1ccc(C(=O)CSc2nc3nc(C)cc(C)n3n2)cc1OC,?,.
Cn1c(-c2nonc2N)nc2ccccc21,?,.
O=C(c1cncc(Br)c1)N1CCN(c2ccc(N3CCOCC3)nn2)CC1,?,.
Cc1cc(Cl)ccc1N=C1N=C(N)c2ccccc21,-9%,2
COc1cc(C(=O)Nc2cccc(NC(=O)c3ccccc3)c2)cc(OC)c1OC,?,.
Cc1ccc2[nH]c(C(=O)O)c(NC(=O)c3ccccc3[N+](=O)[O-])c2c1,?,.
CCOC(=O)C1CCN(CC(=O)Nc2ccc(OC)c(Cl)c2)CC1,i,.
COc1ccc([C@H]2CC(=O)C=C(c3ccc4c5c(cccc35)CC4)C2)cc1,i,16
CC1CCCN(Cc2c(O)ccc3c(=O)c(-c4nc5ccccc5s4)c(N)oc23)C1 (stereo not drawn),?,.
COc1ccc(NC(=O)CSc2ccc(-c3ccco3)nn2)c(OC)c1,?,.
CCCCOC(=O)NC(NCC(O)c1ccccc1)(C(F)(F)F)C(F)(F)F (stereo not drawn),?,.
CCc1c(C)sc(NC(=O)c2cc(-c3ccc(O)cc3)on2)c1C#N,?,.
CN(C)C(CNC(=O)c1ccc(OCc2cn3ccccc3n2)cc1)c1ccco1 (stereo not drawn),?,.
CCOC(=O)C1CCN(C(=S)Nc2ccc(C)cc2)CC1,?,.
Cc1ccc(S(=O)(=O)N2[C@@H](c3ccccc3F)C(C(=O)O)=CC[C@H]2c2cccc(C)c2)cc1,?,.
CC(=O)NNC(=O)CCn1nnc(-c2ccc(Cl)cc2)n1,19%,9
COc1ccc2c(c1OC)C(=O)OC2N1C(=O)CC[C@H]1C(=O)NCC1CCCO1 (stereo partly drawn),-1%,26
COCCCNc1nc2c(c(=O)[nH]c(=O)n2C)n1CC(O)COc1ccccc1 (stereo not drawn),18%,1
CCCCC(=O)Nc1nc(-c2ccc(S(=O)(=O)N3CCOCC3)cc2)cs1,?,.
O=C(COc1ccc([N+](=O)[O-])cc1)NCc1ccncc1,12%,-7
Cc1cc(NC(=O)CSc2nnc(-c3ccc4c(c3)OCCO4)o2)no1,?,.
O=C(CNC(=O)c1ccccc1)OCC(=O)c1ccccc1Cl,?,.
Cc1cc(C)c2c(=O)n(CC(=O)NCCCN3CCN(c4ccccc4F)CC3)sc2n1,?,.
CCN(CC)c1ccc(/C=N\NC(=O)c2cccc3cc[nH]c23)cc1,?,.
COC(=O)CC/C(O)=C1\C(=O)CC(C)(C)CC1=Nc1ccccc1OC,?,.
Nc1nc(-c2ccccc2)c(-c2ccccc2)o1,8%,3
Cc1nnc(SC(=O)N2c3ccccc3Sc3ccccc32)s1,?,.
Cc1cc(C)nc(SC2CC(=O)N(c3ccc(C)c(C)c3)C2=O)n1 (stereo not drawn),?,.
CCOC(=O)N1CCN(S(=O)(=O)c2ccc(C(=O)N(CCCN(C)C)c3nc4c(C)c(C)ccc4s3)cc2)CC1,?,.
Cc1noc(C)c1COC(=O)[C@H](C)NS(=O)(=O)c1ccc(Cl)c(Cl)c1,?,.
CC(C)CC1Nc2ncnc(N3CCCCC3)c2N(Cc2ccc(Br)cc2)C1=O (stereo not drawn),?,.
Cc1ccccc1CNC(=O)CCn1nc(C)c2c(C)n(-c3ccccc3)nc2c1=O,16%,.
Cc1c(C(=O)N2CCc3ccccc3C2)oc2ccc(Br)cc12,7%,.
O=C1C=C(c2ccc(Cl)c(C(F)(F)F)c2)C[C@@H](c2ccc3c(c2)OCO3)C1,?,.
Cc1cc2c(NC3CCCCC3)ncnc2s1,?,.
COc1ccc(NS(=O)(=O)c2ccc(N3CCCC3=O)cc2)cn1,?,.
C=CCC1C=CCC(CC=C)N1C(=O)c1ccccc1[N+](=O)[O-] (stereo not drawn),?,.
CCOc1ccc(S(=O)(=O)NCc2cccnc2)cc1,?,.

# Only part of the results is shown (hit frequency here may not be typical).
